Bioassay records from PubChem BioAssay.
PREPL inh: human PREPL enzyme inhibition. recombinant PREPL, fluorescence polarization activity-based probe. inhibition, % at 5.96 µM. 320,000 compounds, 0.68% hits. AID 2751. Q4J6C6; in the data active means inhibition above about 43%;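 further: 0% = enzyme with DMSO and 100% = wells lacking enzyme; many of its hits are not listed in these tables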
ZTA DNA inh: blocks Epstein-Barr virus ZTA, an EBNA-1 counter-screen | P03206 | ZTA-DNA binding, fluorescence polarization | inhibition, % at 11 µM | 320,000 compounds, 0.15% hits | AID 2234; in the data active means inhibition above about 33%
Target sequence (P03206 whole entry, looked up): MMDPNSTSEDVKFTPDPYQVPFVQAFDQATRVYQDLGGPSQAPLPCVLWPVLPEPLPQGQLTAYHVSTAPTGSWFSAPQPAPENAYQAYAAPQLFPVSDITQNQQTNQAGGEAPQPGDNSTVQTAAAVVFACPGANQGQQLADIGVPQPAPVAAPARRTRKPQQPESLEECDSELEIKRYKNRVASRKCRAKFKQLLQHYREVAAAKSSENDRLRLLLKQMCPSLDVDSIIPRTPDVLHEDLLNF
HCV core dimer: blocks dimerization of HCV core protein; TR-FRET GST/Flag-core106 dimerization, 1536-well; inhibition, % at 5 µM; 300,000 compounds, 0.33% hits;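 active means inhibition above the mean of all tested compounds plus 3 SD, set per screening campaign, cut at about 45% in these data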
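Assay system: tagged HCV core106 pair (GST and Flag); medium: KF-containing HEPES buffer, pH 7.45, DTT, CHAPS, BSA; also added: Eu donor and XL665 acceptor anti-tag antibodies; dosing: 5 µM single dose; timing: compound-protein-antibody incubation 4 h at 22.5 °C; signal: TR-FRET 671 and 617 nm emission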
PP1 inh: counter-screen for PP5 inhibitors: inhibitors of human PP1-alpha. purified PP1alpha, OMFP fluorescence. P62136. inhibition, % at 6.7 µM. 320,000 compounds, 0.9% hits;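 active means inhibition above the mean inhibition of all tested compounds plus 3 SD, computed separately for each screening campaign, cut at about 15% in these data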
Target sequence (P62136 whole entry, looked up): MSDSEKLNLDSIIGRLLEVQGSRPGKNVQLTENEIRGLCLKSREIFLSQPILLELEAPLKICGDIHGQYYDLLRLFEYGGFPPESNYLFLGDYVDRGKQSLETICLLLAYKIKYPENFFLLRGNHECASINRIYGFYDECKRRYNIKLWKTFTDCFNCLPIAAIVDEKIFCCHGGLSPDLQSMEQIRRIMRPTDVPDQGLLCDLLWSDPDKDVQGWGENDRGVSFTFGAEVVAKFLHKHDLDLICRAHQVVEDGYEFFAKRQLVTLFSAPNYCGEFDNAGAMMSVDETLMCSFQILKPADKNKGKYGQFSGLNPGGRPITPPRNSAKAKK
TPT1 inhibitor: inhibitors of Candida albicans tRNA 2'-phosphotransferase TPT1. inhibition, % at 5 µM. 300,000 compounds, 0.81% hits. recombinant caTPT1, FP RNA substrate dephosphorylation;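 active means inhibition above the mean of all tested compounds plus 3 SD, set per screening campaign, cut at about 24% in these data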;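 further: plate controls were DMSO alone for no effect and ferristatin control at 100 nM for full effect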
EBNA-1 inhibitor: blocks EBNA-1 binding to DNA; 300,000 compounds, 0.34% hits; inhibition, % at 14.8 µM; EBNA-1 DNA binding, fluorescence polarization; in the data active means inhibition above about 28%
PP5 primary: blocks human protein phosphatase 5 activity; P53041; purified PP5c, OMFP substrate fluorescence; inhibition, % at 6.7 µM; 320,000 compounds, 0.18% hits;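 active means inhibition above the campaign's mean inhibition across all tested compounds plus 3 SD, cut at about 9.5% in these data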;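 further: 0% = DMSO only and 100% = 100 µM cantharidin control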
Target sequence (P53041 whole entry, looked up): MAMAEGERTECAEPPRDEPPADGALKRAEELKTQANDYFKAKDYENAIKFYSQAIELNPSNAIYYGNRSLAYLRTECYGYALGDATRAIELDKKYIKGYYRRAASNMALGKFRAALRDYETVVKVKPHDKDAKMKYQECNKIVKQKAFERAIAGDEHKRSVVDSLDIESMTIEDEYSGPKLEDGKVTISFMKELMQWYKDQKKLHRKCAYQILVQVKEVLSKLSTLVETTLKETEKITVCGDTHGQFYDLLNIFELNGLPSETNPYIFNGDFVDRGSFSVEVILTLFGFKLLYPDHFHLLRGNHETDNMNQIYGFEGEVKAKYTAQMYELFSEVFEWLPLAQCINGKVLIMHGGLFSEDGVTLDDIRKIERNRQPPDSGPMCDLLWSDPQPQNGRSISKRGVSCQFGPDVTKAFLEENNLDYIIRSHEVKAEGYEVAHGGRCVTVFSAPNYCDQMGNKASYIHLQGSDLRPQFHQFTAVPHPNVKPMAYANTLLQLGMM
Efflux pump inh: antifungal efflux pump inhibition, Nile Red retention | S. cerevisiae Candida pump triplex | inhibition, % at 10 µM | 330,000 compounds, 0.44% hits | AID 485275;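 active means plate passing quality check with inhibition over a set limit, or well fluorescence over plate mean plus 4 SD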;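 further: Nile Red retained in pooled yeast measured as flow cytometry median fluorescence; 0% = buffer negative control and 100% = Enniatin B positive control; higher means more Nile Red kept so more efflux inhibition; some compounds called inactive have numbers as strong as hits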
Fh CTSL1 inh: counter-screen for PFM18AAP inhibitors: inhibitors of F. hepatica cathepsin L1 | recombinant F. hepatica cathepsin L1, Z-Leu-Arg-MCA fluorescence | 300,000 compounds, 0.49% hits | AID 1906 | inhibition, % at 5.96 µM;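 active means inhibition above the mean of all tested compounds plus 3 SD, set per screening campaign, cut at about 17% in these data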;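 further: 0% = plate median of test compound wells and 100% = 1 µM Z-Phe-Ala-diazomethylketone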
An asterisk follows results filed as active; / = not tested or not shown. A portion of the library; rates above refer to the full screens.

No. | Molecule | PREPL inh | ZTA DNA inh | HCV core dimer | PP1 inh | TPT1 inhibitor | EBNA-1 inhibitor | PP5 primary | Efflux pump inh | Fh CTSL1 inh
1 | O=C(NCc1ccc(Cl)cc1)c1noc2c1CCCCC2 | 11 | 10 | 0 | 0 | 0 | 13 | 1.2 | -0.1 | -2
2 | Cc1ccc(Nc2nnc(SCC(=O)NCCN3C(=O)CSC3=O)s2)cc1C | 33 | 6 | 11 | -3 | 0 | 14 | -1.1 | 0.0 | 1
3 | CCc1nnc(NC(=O)CCN2C(=O)C3CCCCC3C2=O)s1 (centres undefined) | 7 | 4 | -5 | 1 | -2 | 4 | -0.4 | -0.3 | -1
4 | Fc1ccc2c(c1)C(c1ccncc1)=NNC(c1ccccc1)=N2 | 5 | -9 | -6 | -2 | 0 | -1 | 0.4 | 0.2 | 0
5 | COc1ccc(NC(=O)CCSc2nnc(C)s2)cc1 | 2 | -13 | -8 | -2 | 5 | -10 | 2.5 | 0.2 | -2
6 | O=C(CNc1ccc(Br)cc1)c1ccc(Br)s1 | 7 | 5 | 11 | 1 | -4 | -1 | -0.1 | 0.1 | -1
7 | CCc1ccc(NC(=O)CSc2nc3ccsc3c(=O)n2CCCCCC(=O)O)cc1 | -1 | 9 | 7 | 0 | 4 | 0 | 2.1 | 0.2 | 4
8 | COc1ccccc1-c1cc(C(=O)N2CCc3ccccc3C2)c2ccccc2n1 | 30 | 1 | 24 | -1 | -1 | -11 | 2.6 | 0.0 | 1
9 | Cc1cc(C)nc(NS(=O)(=O)c2ccc(NC(=O)c3snnc3C)cc2)n1 | 22 | -5 | -12 | -2 | -2 | -8 | -2.1 | 0.0 | 4
10 | COc1ccc(NC(=O)c2nc3nccc(C)n3n2)cn1 | 16 | 16 | -7 | 0 | -18 | 12 | -0.4 | -0.1 | 1
11 | O=C(NCCCCc1ccccc1)c1ccccc1Cl | 0 | 1 | 5 | -4 | 2 | -2 | -3.1 | 0.1 | -5
12 | Cc1[nH]nc2c1C(C(C)C)C(C#N)=C(N)O2 (centres undefined) | 11 | -7 | 0 | -2 | 1 | -8 | 1.6 | 0.0 | 2
13 | O=C(Oc1ccc2ccc(=O)oc2c1)c1ccc([N+](=O)[O-])cc1 | -5 | -5 | 4 | -1 | -1 | 12 | -0.4 | -0.1 | 2
14 | Cc1ccc(S(=O)(=O)NCCC(=O)NCc2cccnc2)cc1 | 3 | -1 | -2 | -4 | 1 | 6 | -1.1 | -0.1 | 2
15 | Cc1ccc2nc(-c3ccncc3)cc(C(=O)Nc3ccc(F)cc3C)c2c1 | -7 | 9 | 10 | 2 | 2 | -8 | 3.2 | -0.1 | 2
16 | CCOc1ccc(CNC(=O)c2ccco2)cc1 | -6 | -3 | 3 | 1 | -4 | -3 | 3.1 | -0.2 | 2
17 | Cc1ccccc1NC(=S)NCCc1c[nH]c2ccccc12 | 10 | 19 | -1 | -2 | 1 | 3 | 0.3 | -0.3 | 0
18 | O=C(COC(=O)c1ccc(S(=O)(=O)N2CCc3ccccc3C2)cc1)NC1CCS(=O)(=O)C1 (centres undefined) | 12 | 3 | -7 | -8 | 0 | 12 | 2.6 | 0.1 | 3
19 | Cc1nc2[nH]c(=S)n(C)c(=O)c2nc1C | 1 | -13 | 0 | 1 | 1 | -3 | 2.9 | 0.4 | -1
20 | O=S(=O)(c1ccccc1Oc1ccc(Cl)cc1Cl)N1CCCCC1 | 10 | -10 | 0 | -4 | -4 | -2 | 1.8 | -0.1 | -2
21 | Cc1cc(C)cc(NC(=O)[C@@H](NC(=O)c2ccco2)C(C)C)c1 | -4 | 9 | 14 | -1 | 0 | 5 | -1.2 | -0.1 | -2
22 | O=C(NC(=S)NC1CCCCC1)c1ccc(Cl)cc1 | 1 | 1 | 3 | 0 | 3 | 0 | 3.0 | 0.1 | -1
23 | O=C(c1ccc(S(=O)(=O)N2CCOCC2)cc1)N1CCOCC1 | 12 | -5 | 1 | -4 | 6 | -17 | -0.4 | 0.5 | 5
24 | O=C(Cc1ccc([N+](=O)[O-])cc1)N1N=C(c2ccncc2)CC1(O)C(F)(F)F (centres undefined) | -9 | 5 | 1 | 0 | 0 | 4 | 1.6 | 0.0 | 0
25 | O=S(=O)(c1ccccc1)c1nc(-c2cccs2)oc1NCc1cccnc1 | 17 | -10 | / | 1 | / | / | 0.8 | -0.1 | /
26 | COc1cc(C)ccc1OCCOCCOc1ccccc1Br | -8 | 2 | 5 | 4 | -2 | 0 | 2.6 | 0.0 | 2
27 | CC1CCN(c2nnc(N3CCC(C)CC3)c3ccccc23)CC1 | -1 | 6 | 1 | -1 | 1 | 15 | -1.3 | -0.1 | 0
28 | Cc1csc(=O)n1CCC(=O)OCC(=O)NNC(=O)c1ccc(Br)cc1 | -2 | 2 | / | 2 | / | / | 2.1 | -0.1 | /
29 | c1cncc(-c2nnc(-c3cccs3)o2)c1 | 4 | 14 | 0 | -1 | 0 | 7 | 1.1 | 0.0 | 3
30 | Cc1ccc(Nc2nc(N3CCOCC3)c3ccccc3n2)cc1 | 34 | 3 | -11 | 1 | -1 | 10 | 2.3 | -0.1 | -2
31 | O=C(COc1ncnc2sccc12)Nc1cccc(S(=O)(=O)N2CCOCC2)c1 | 0 | 2 | / | -1 | / | / | -0.4 | -0.2 | /
32 | O=C(CN1C(=O)C2C3C=CC(C3)C2C1=O)N1CC=C(c2ccccc2)CC1 (centres undefined) | 18 | -5 | -2 | -4 | 4 | -2 | 0.6 | -0.1 | 7
33 | Cc1ccc(/C=C\c2nccc3c2[nH]c2ccccc23)cc1 | -13 | -18 | 5 | 9 | -5 | 4 | -0.2 | 1.2* | 5
34 | O=C(Nc1cccc(-c2csc(Nc3ccc(Cl)cc3)n2)c1)c1cccc(C(F)(F)F)c1 | 11 | 7 | 10 | -1 | 0 | -3 | -1.2 | -0.1 | 1
35 | O=C(NCCOc1cccnc1)c1ccc(OC2CCN(Cc3ccccn3)CC2)cc1 | -2 | 8 | 2 | -2 | -3 | 6 | 3.2 | 0.0 | 4
36 | COc1ccc(CN(C)C(=O)Cc2ccc(S(=O)(=O)N3CCOCC3)s2)cc1OC | 11 | 6 | / | -2 | / | / | -0.8 | -0.1 | /
37 | O=C(c1cccs1)N1CCC(c2ccccc2)C1 (centres undefined) | -1 | -1 | -5 | -2 | -4 | 2 | 2.1 | -0.2 | 3
38 | O=c1c(S(=O)(=O)c2ccc(Cl)cc2)cn(Cc2ccccc2)c2ccc(F)cc12 | 8 | -1 | 10 | 1 | -4 | 12 | 0.6 | -0.3 | 0
39 | CN(CCCNC(=O)CN1C(=O)CC(C)(C)S(=O)(=O)c2ccccc21)C1CCCCC1 | 7 | -12 | 1 | -5 | 1 | -3 | -0.3 | -0.6 | 2
40 | COc1ccc(S(=O)(=O)N2CC(=O)Nc3ccccc32)cc1C | -4 | -5 | 6 | 0 | 0 | 2 | 0.4 | -0.1 | -2
41 | CN(C)S(=O)(=O)c1ccc(C(=O)Nc2cc3c(cc2C(=O)O)OCCCO3)cc1 | -4 | 3 | 5 | 0 | 2 | 1 | 0.2 | 0.0 | 3
42 | CCCCn1c(N)c(N(CC(C)C)C(=O)CSCc2ccc(Cl)c(Cl)c2)c(=O)[nH]c1=O | 23 | 6 | 1 | -2 | 1 | 5 | 3.9 | 0.0 | 4
43 | COc1ccc(Oc2coc3cc(OC(=O)N4CCOCC4)ccc3c2=O)cc1 | 6 | 2 | -3 | -5 | -3 | -10 | 2.3 | -0.1 | 0
44 | COc1ccc(OC)c(CC(=O)N2CCc3cc(OC)c(OC)cc3C2)c1 | 15 | -19 | -8 | 0 | -3 | -9 | 2.2 | 0.0 | -8
45 | Cc1cccc(NS(=O)(=O)c2cc([N+](=O)[O-])ccc2C)n1 | 1 | -3 | -4 | -2 | -2 | 13 | 1.9 | -0.2 | 3
46 | O=C(CSc1nnc(-c2ccc3c(c2)OCO3)o1)Nc1ncc(Cl)cc1Cl | -1 | -3 | -1 | -1 | -1 | 4 | 0.7 | -0.1 | 6
47 | CC(C)(C)N1CC(c2nc3ccccc3n2Cc2ccccc2)CC1=O (centres undefined) | 14 | 2 | -1 | 0 | 1 | -8 | 3.1 | 0.2 | 1
48 | CCOc1ccc(S(=O)(=O)Nc2ccc(C(=O)NCCCN3CCCC3=O)cc2)cc1 | 5 | -6 | -3 | -8 | -3 | -18 | 0.0 | 0.1 | -2
49 | COc1ccc(CCNC(=O)/C(=C/c2cccnc2)NC(=O)c2ccccc2)cc1 | -3 | 12 | 3 | 1 | 1 | 2 | 2.8 | -0.1 | 0
50 | CCN(C(=O)COC(=O)Cc1cccc2ccccc12)C1CCS(=O)(=O)C1 (centres undefined) | 15 | -24 | / | 2 | / | / | 2.2 | -0.1 | /
51 | CC(O)CN(Cc1ccc(Cl)cc1)CC(C)O (centres undefined) | -5 | -4 | -1 | -2 | 0 | 8 | 0.5 | 0.1 | 0
52 | CC1(C)CN(c2ccccc2)N(C(=O)c2ccc(C#N)cc2)C1=O | 11 | -4 | -2 | -7 | -4 | 4 | 1.9 | 0.1 | 4
53 | Cc1ccc(SC[C@H](Cc2ccccc2)N2CC[C@@H](C)CCC2=O)cc1 | 11 | -5 | 20 | 1 | 1 | 4 | 1.7 | 0.1 | 2
54 | Cc1cccc(NC(=O)c2c([N+](=O)[O-])cnn2C)c1 | -11 | -5 | 0 | -1 | 1 | -1 | 1.5 | 0.1 | 1
55 | O=C(NCc1ccc(N2CCCC2=O)cc1)c1cn(CCc2ccccc2)nn1 | 12 | -12 | -1 | -2 | -3 | -1 | -1.4 | 0.0 | 1
56 | COc1ccc(NC(=O)C2CC(=O)N(CCc3ccc(F)cc3)C2)c(OC)c1 (centres undefined) | 8 | 12 | 5 | -1 | 0 | 2 | 3.3 | -0.1 | 2
57 | COc1ccc(-c2nnc3ccc(SCC(=O)NCC4CCCO4)nn23)cc1 (centres undefined) | 12 | 0 | 1 | 0 | -4 | -4 | 1.2 | 0.0 | 1
58 | O=C(O)c1nn2c(c1Br)NC(c1ccccc1)CC2C(F)(F)F (centres undefined) | -10 | 14 | -2 | -1 | 4 | 1 | -1.5 | -0.1 | -1
59 | O=c1c2cc(Cl)ccc2[nH]c(=S)n1Cc1ccco1 | 1 | -28 | -8 | 5 | -3 | 7 | 4.8 | -0.1 | -1
60 | Cn1nnc(NCc2cc(Br)ccc2OCc2ccccc2F)n1 | -26 | -4 | 5 | -1 | -6 | 6 | 4.3 | 0.0 | 2

(cont.)
No. | Molecule | PREPL inh | ZTA DNA inh | HCV core dimer | PP1 inh | TPT1 inhibitor | EBNA-1 inhibitor | PP5 primary | Efflux pump inh | Fh CTSL1 inh
61 | CCOc1ccc(-n2c(=O)c3sccc3n(CC(=O)NCCc3ccc(OC)c(OC)c3)c2=O)cc1 | -3 | -1 | -1 | 0 | 0 | -3 | -1.5 | -0.1 | 2
62 | CC1=CC(C)(C)n2c(O)c(N=N)c3c(C)ccc1c32 | 25 | -1 | -1 | -2 | -4 | 0 | 3.5 | -0.1 | 4
63 | COc1ccc2c(c1)c(=O)oc1cc3occ(C(C)(C)C)c3cc12 | -7 | -6 | 2 | -1 | -2 | 10 | 0.3 | -0.1 | -3
64 | COc1cccc(N2CCN(C(=O)c3cc4c(=O)n(Cc5ccccc5)ccc4nc3C)CC2)c1 | 27 | 1 | 8 | 9 | 2 | -14 | -1.3 | 0.3 | -4
65 | O=C(Nc1ccccc1N1CCN(C(=O)c2ccccc2)CC1)c1ccc(Cl)cc1 | 14 | 3 | 3 | 3 | -4 | 5 | 2.8 | 0.1 | 5
